Source: PubChem BioAssay (NCI)
Growth percent in the NCI-60 one-dose screen (48 h, 10 µM unless noted): 100 = growth as untreated, 0 = no growth, -100 = all killed.
786-0 = 786-0 renal cancer cells. actives 5.1% (n = 81,000). AID 1794775
SN12C = SN12C renal cancer cells; actives 3.8% (n = 81,000); AID 1794767
CAKI-1 = CAKI-1 renal cancer; actives 4.7% (n = 75,000)
UO-31 = UO-31 renal cancer. actives 5.2% (n = 81,000). AID 1794768
SF-295 = SF-295 CNS cancer cells; actives 5.6% (n = 79,000); AID 1794758
U251 = U251 CNS tumor cells. actives 5.4% (n = 80,000)
SF-268 = SF-268 CNS cancer cells | actives 3.1% (n = 82,000)
TK-10 = TK-10 renal cancer cells; actives 3.9% (n = 81,000)
* = called active by the depositor; · = not tested or not shown; & = joins results of further samples; [ ] = remark or other dose. How the source made its calls: active means growth percent below 10; inactive means the rest.

No.	compound	SN12C	SF-295	CAKI-1	UO-31
1	CCOC(=O)C1=C(N)N(c2ccc(Cl)cc2)C2=C(C(=O)CC(C)(C)C2)C1c1cccc(Cl)c1Cl (stereo not given)	65	74	47	51
2	COc1cc(NC(=O)CCSc2nc3ccc(Cl)cc3c(=O)n2-c2ccc(F)cc2)cc(OC)c1OC	82	70	67	50
3	O=C(c1ccccc1)N(C(=O)c1ccccc1)c1ccccc1	91	87	101	86
4	COc1ccc(-c2nnc(COc3ccc(NS(=O)(=O)c4ccc(C)cc4)cc3F)o2)cc1	82	76	72	77
5	C#CC(=O)Nc1cccc2c1cc(C)n2-c1nc2c(c(NCc3ccccc3)n1)CCCC2	-66*	-85*	-43*	-76*
6	Cc1ccc(C(=O)NN2C(=O)CSC2c2cccs2)cn1 (stereo not given)	102	98	88	32
7	Cn1c(=O)c2c(ncn2Cc2ccc(O)c([N+](=O)[O-])c2)n(C)c1=O	109	101	104	83
8	Cc1ccc(N=Nc2c(N)nn3c(-c4cc5ccccc5oc4=O)ccnc23)cc1	48	57	57	54
9	C=CCc1c2c(c(OC)c3ccoc13)C(=O)/C(=C/c1ccccc1OC)O2	62	60	38	66
10	CO/N=C(/C(=O)NC1C(=O)N2C(C(=O)OC(C)OC(C)=O)=C(COC(N)=O)CSC12)c1ccco1 (stereo not given)	103	97	87	87
11	CCOC(=O)c1cc(N2CCCCC2)nc2ccccc12	85	104	75	72
12	CCn1c(Cc2ccccc2Nc2c(Cl)cccc2Cl)nnc1SCC(=O)Nc1ccccc1C(F)(F)F	77	91	87	75
13	COc1ccc(CC(C(=O)O)c2ccccc2)cc1 (stereo not given)	102	96	96	89
14	CCOC(=O)CC1CSC(c2cccc(Cl)c2)=N1 (stereo not given)	106	102	98	96
15	CCN(CC)c1ccc2nc3c4ccccc4c(=O)cc-3n(-c3ccccc3)c2c1	13	-37*	-18*	-26*

No.	U251	786-0	SF-268	TK-10
1	63	78	78	90
2	85	82	81	104
3	98	103	102	105
4	89	90	89	98
5	-92*	-53*	-30*	-98*
6	109	98	105	100
7	103	102	102	113
8	43	53	57	58
9	46	94	60	53
10	93	102	114	111
11	89	96	104	107
12	93	92	100	88
13	95	102	97	70
14	102	85	101	92
15	19	4.4*	16	14

(list continues)
No.	compound	SN12C	SF-295	CAKI-1	UO-31
16	Nc1cccc2c1CN(C1CCC(=O)NC1=O)C2=S (stereo not given)	96	98	100	103
17	O=c1oc2ccccc2cc1-c1nn(-c2ccccc2)cc1/C=N/NC(=S)SCc1ccccc1	101	86	87	60
18	O=C(/C=C/c1cccc(Cl)c1)c1ccccc1	81&92	96&94	75&91	70&78
19	O=C(CN1CCN(c2cc(=O)[nH]c3ccc(F)cc23)CC1)Nc1cccc([N+](=O)[O-])c1	87	105	87	71
20	O=C1C(=O)/C(=C/c2ccccc2)CCCCCC/C1=C/c1ccccc1	80	76	82	31
21	CC(=O)N(C)c1ccccc1	101	100	103	89
22	CCCC(=O)NC(c1cccnc1)c1cc(Cl)c2cccnc2c1O (stereo not given)	44	11	35	22
23	CCCOc1nc(SCCC)nc2c1cnn2-c1ccccc1	99	108	105	92
24	COc1ccc2c(c1)CCCC2=O	105	119	98	80
25	Cc1cc(C)c2ccc(=O)[nH]c2n1	99	97	96	82
26	CN(C)c1ccc(/C=N\Nc2ccc([N+](=O)[O-])cn2)cc1	99	104	·	92
27	CCNS(=O)(=O)c1ncnc2nc[nH]c12	112	109	95	86
28	C=C[C@@H]1C[C@H](O)Cc2cc(F)ccc2N1	101	101	92	103
29	O=C1N(Cc2ccccc2)c2ccccc2[C@]12Oc1ccccc1[C@H]1CC(c3ccc(F)cc3)=NN12	87	90	63	61
30	CC(=O)NNC(=S)N/C=C(\C#N)C(=O)c1ccc2ccccc2c1	100	91	87	73

No.	U251	786-0	SF-268	TK-10
16	99	97	100	·
17	47	89	73	85
18	45&76	77&88	98&100	85
19	87	94	92	97
20	11	87	61	115
21	95	100	99	90
22	24	51	43	48
23	107	105	88	149
24	113	107	100	102
25	102	101	105	110
26	102	103	100	110
27	-14*	104	132	122
28	93	100	94	98
29	97	90	85	140
30	97	97	92	137

Next results:
No.	compound	SN12C	SF-295	CAKI-1	UO-31
31	COc1nccnc1NS(=O)(=O)c1ccc(NC2=C(Cl)C(=O)c3nc(C)ccc3C2=O)cc1	99	98	89	74
32	CS(=O)(=O)Nc1cc(-c2ccc3ncnc(Nc4ccc5c(cnn5Cc5cccnc5)c4)c3c2)cnc1Cl	46	82	40	48
33	CN1c2ccccc2Sc2cc(C3CCC(=O)N3c3cc(Cl)cc(Cl)c3)ccc21 (stereo not given)	104	112	75	68
34	Cc1ccc(NC(c2cccc(Oc3ccccc3)c2)c2nnnn2C(C)(C)C)cc1 (stereo not given)	91	96	90	78
35	COc1ccc(-c2nc(SCC(=O)c3ccc(-c4ccccc4)cc3)[nH]c(=O)c2C#N)cc1	83	96	86	77
36	O=C(c1cccnc1)N1CCOCC1	93	104	99	93
37	COc1ccc([C@@H]2C(=O)N(c3cc(OC)c(OC)c(OC)c3)[C@H]2c2ccc(OC)c(O)c2)cc1	27	18	21	25
38	O=C(O)/C=C\C(=O)Nc1ccc2c(c1)Cc1cc(Cl)ccc1-2	87	101	100	76
39	COc1ccc(/C=C(\Cl)C(=O)Nc2ccccc2C(=O)O)cc1	116	105	92	91
40	O=C(CSc1nnc(-c2ccc(NC(=O)c3cccnc3)cc2)o1)N[C@@H](Cc1ccc(O)cc1)C(=O)O	94	108	92	85
41	COc1cc2[nH]c(C(=O)c3cc(OC)c(OC)c(OC)c3)c(N)c2cc1C#CC1CC1	61	·	·	38
42	NNC(=S)NCCN1CCOCC1	98	88	94	93
43	O=C(NCCCCC(Cl)C(=O)O)c1ccccc1 (stereo not given)	98&102	99&102	98&111	93&95
44	COc1ccc(C2=NN(C(=O)[C@H]3[C@@H](c4ccco4)c4sc(=O)[nH]c4S[C@@H]3C)C(c3ccc4ccccc4c3)C2)cc1 (stereo not given in full)	39	39	21	20
45	CC(O)COc1ccc(Cl)cc1 (stereo not given)	108	96	101	94

No.	U251	786-0	SF-268	TK-10
31	97	100	93	132
32	55	63	28	49
33	87	·	82	112
34	89	97	100	101
35	94	96	92	97
36	90	98	102	105
37	19	6.3*	25	113
38	85	106	96	118
39	99	98	94	121
40	103	100	107	106
41	45	39	41	92
42	101	104	114	99
43	98&98	103&104	103&103	103&101
44	19	45	45	50
45	100	93	·	101

Molecules shown so far that have an aryl thioether with sulfur outside any ring, in the order listed:
No.	compound	SN12C	SF-295	CAKI-1	UO-31
2	COc1cc(NC(=O)CCSc2nc3ccc(Cl)cc3c(=O)n2-c2ccc(F)cc2)cc(OC)c1OC	82	70	67	50
12	CCn1c(Cc2ccccc2Nc2c(Cl)cccc2Cl)nnc1SCC(=O)Nc1ccccc1C(F)(F)F	77	91	87	75
23	CCCOc1nc(SCCC)nc2c1cnn2-c1ccccc1	99	108	105	92
35	COc1ccc(-c2nc(SCC(=O)c3ccc(-c4ccccc4)cc3)[nH]c(=O)c2C#N)cc1	83	96	86	77
40	O=C(CSc1nnc(-c2ccc(NC(=O)c3cccnc3)cc2)o1)N[C@@H](Cc1ccc(O)cc1)C(=O)O	94	108	92	85

No.	U251	786-0	SF-268	TK-10
2	85	82	81	104
12	93	92	100	88
23	107	105	88	149
35	94	96	92	97
40	103	100	107	106

Complete entries, looked up by structure.
COc1ccc([C@@H]2C(=O)N(c3cc(OC)c(OC)c(OC)c3)[C@H]2c2ccc(OC)c(O)c2)cc1 in the list: SN12C = 27; SF-295 = 18; CAKI-1 = 21; UO-31 = 25; U251 = 19; 786-0 = 6.3*; SF-268 = 25; TK-10 = 113
COc1nccnc1NS(=O)(=O)c1ccc(NC2=C(Cl)C(=O)c3nc(C)ccc3C2=O)cc1 in the list: SN12C = 99; SF-295 = 98; CAKI-1 = 89; UO-31 = 74; U251 = 97; 786-0 = 100; SF-268 = 93; TK-10 = 132

The results go on:
No.	compound	SN12C	SF-295	CAKI-1	UO-31
46	Cc1ccc(-n2c(C)nn3c(=O)c4c5c(sc4nc23)CN(C)CC5)cc1	98	98	88	83
47	COc1ccc(-c2nn(-c3cccc(Cl)c3)cc2-c2cc(-c3ccc(Br)cc3)nc(N)c2C#N)cc1	90	103	101	80
48	CCn1c(SCc2ccc(C)cc2)nnc1-c1nn(-c2ccc(Cl)cc2Cl)c(-c2ccc(Cl)cc2)c1C	1.7*	9.6*	41	9.6*
49	COc1ccc2[nH]cc(-c3nnc(N)nc3-c3c[nH]c4ncc(Br)cc34)c2c1	77	82	70	66
50	COc1ccc2sc3c(N)nc4ccccc4c3c(=O)c2c1	99	103	82	77
51	O=C(/C=C(O)/C=C/c1ccc(F)cc1)/C=C/c1ccc(F)cc1	92	102	89	73
52	Cc1cc2ccccc2c[n+]1CCC[n+]1cc2ccccc2cc1C	94	·	98	77
53	CN1CC(c2ccc(Br)cc2)C(C(=O)c2ccc(O)cc2)C12C(=O)c1ccccc1C2=O (stereo not given)	100	102	84	68
54	Cn1c(C(=O)NCc2ccc(Cl)cc2Cl)nc2ccccc2c1=O	92	95	86	70
55	CSc1ncnc2nc[nH]c12	89	114	101	79
56	Cc1ccc(-c2csc3nc(N4NC(=O)CC4=O)cn23)cc1	104	91	90	75
57	O=C(Nc1ccc(F)c([N+](=O)[O-])c1)c1ccc2c(c1)C(=O)OC2=O	97	129	90	75
58	COc1ccc(-c2cc(C)nc3[nH]c(=O)sc23)cc1	43	46	41	3.3*
59	Cn1cc(-c2nnc(N)nc2-c2c[nH]c3ccc(Br)cc23)c2ccccc21	94	97	72	70
60	COc1cc2c3c(c1O)-c1ccccc1[C@@H]1OC(=O)N(CC2)[C@H]31	101	103	95	88

No.	U251	786-0	SF-268	TK-10
46	101	86	94	82
47	100	116	114	161
48	14	12	23	18
49	76	75	86	101
50	94	97	99	102
51	98	94	90	119
52	94	105	100	102
53	102	110	99	112
54	95	101	102	101
55	100	115	114	119
56	98	103	106	139
57	103	93	105	120
58	9.9*	0.5*	69	17
59	100	86	107	109
60	95	102	104	104

Following part
No.	compound	SN12C	SF-295	CAKI-1	UO-31
61	COc1cc(-c2nc3c(sc4nc(C)cc(C)c43)c(=O)[nH]2)cc2c1OCO2	97	98	97	92
62	C/C(=C(/C)C1CC1CCNS(=O)(=O)c1ccc(C)cc1)c1ccc(C(C)(C)C)cc1 (stereo not given)	76	90	74	72
63	NC(=O)SCC(=O)Nc1ccc(NC(=O)CSC(N)=O)cc1	100	106	100	86
64	FC(F)(F)c1cccc(-c2[nH]ncc2-c2nnnn2-c2ccccc2)c1	66	57	69	72
65	COc1ccc(/C=C2\C=C(c3ccc(Cl)c(Cl)c3)NC2=O)cc1	103	109	79	63
66	O=C1CC(c2cccc(Cl)c2)c2snc(-c3ccc(F)cc3)c2N1 (stereo not given)	87	84	77	64
67	O=C1c2cccnc2-c2ncccc21	108[100 µM]	103[100 µM]	103[100 µM]	97[100 µM]
68	CC(=O)Cc1nsc(NC(=O)c2cc(-c3cc(C(F)(F)F)ccc3Cl)oc2C)n1	96	92	99	103
69	N=C(N)c1ccccc1	98	98	98	92
70	O=C1NC(=O)c2cccc3cccc1c23	106	111	100	86
71	CCCCC1C(=O)N(c2ccccc2)N(c2ccc(O)cc2)C1=O (stereo not given)	98&96	72&102	92&104	92
72	CCOC(=O)c1c(C)nc2c(c1N)/C(=C/c1cccs1)C(=O)N2Cc1ccccc1	73	88	·	46

No.	U251	786-0	SF-268	TK-10
61	101	106	103	116
62	84	89	79	105
63	96	112	108	134
64	30	58	66	65
65	94	97	94	170
66	89	78	101	75
67	100[100 µM]	93[100 µM]	106[100 µM]	97[100 µM]
68	89	100	100	124
69	96	106	105	109
70	98	99	104	94
71	98	100&93	114&101	99&102
72	50	52	75	90

Not a hit list (roughly 9.2% active in at least one column).
